Bioassay records from PubChem.
PREPL inh: inhibitors of human prolyl oligopeptidase-like enzyme PREPL | recombinant PREPL, fluorescence polarization activity-based probe | 320,000 compounds, 0.68% hits | inhibition, % at 5.96 µM | Q4J6C6; in the data active means inhibition above about 43%;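 further: 0% = enzyme with DMSO and 100% = wells lacking enzyme; many of its hits are not listed in these tables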
GSTO1 inh: counter-screen for RBBP9 inhibitors: inhibitors of human GSTO1. inhibition, % at 5.96 µM. P78417. recombinant GSTO1, activity-based probe fluorescence polarization. 300,000 compounds, 1.1% hits;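 active means inhibition above the campaign mean inhibition plus 3 SD, cut at about 35% in these data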;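 further: 0% = GSTO1-1 with DMSO and 100% = wells lacking GSTO1-1 enzyme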
LYPLA1 inh: blocks human lysophospholipase 1, a PME1 counter-screen | recombinant LYPLA1, FP-Rh probe fluorescence polarization | inhibition, % at 5.9 µM | 320,000 compounds, 0.16% hits | AID 2174;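 active means inhibition above the mean of all tested compounds plus 3 SD, set per campaign, cut at about 14% in these data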;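 further: inhibitors block serine hydrolase probe labeling of LYPLA1 so polarization falls; 0% = enzyme with DMSO and 100% = wells lacking LYPLA1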
LYPLA2 counter: LYPLA2 (human) inhibition in PME1 counter-screen | recombinant LYPLA2, FP-Rh probe fluorescence polarization | inhibition, % at 5.9 µM | O95372 | 320,000 compounds, 0.38% hits;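 active means inhibition above the screen-wide mean plus 3 SD, limit set per campaign, cut at about 26% in these data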;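 further: 0% = LYPLA2 with DMSO and 100% = wells lacking LYPLA2 enzyme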
PAFAH2 FP inh: PAFAH2 (human) inhibition. 340,000 compounds, 0.99% hits. inhibition, % at 3.39 µM. recombinant PAFAH2, FP-rhodamine activity probe, fluorescence polarization;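 active means inhibition above the mean over all tested compounds plus 3 SD, cut at about 30% in these data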;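 further: inhibitors block probe labeling of enzyme so polarization drops; 0% = enzyme with DMSO and 100% = wells lacking PAFAH2 protein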
EBNA-1 inhibitor: blocks EBNA-1 binding to DNA. 300,000 compounds, 0.34% hits. inhibition, % at 14.8 µM. EBNA-1 DNA binding, fluorescence polarization. AID 1950; in the data active means inhibition above about 28%
PAD4 inh: inhibitors of human PAD4; AID 485272; recombinant PAD4, RCA probe fluorescence polarization; inhibition, % at 6.36 µM; 330,000 compounds, 0.41% hits; Q9UM07;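 active means percent inhibition above a cutoff equal to the mean of all tested compounds plus 3 SD, cut at about 15% in these data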;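 further: 0% = PAD4 with RCA probe and DMSO and 100% = probe without PAD4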
Target sequence (Q9UM07 whole entry, looked up): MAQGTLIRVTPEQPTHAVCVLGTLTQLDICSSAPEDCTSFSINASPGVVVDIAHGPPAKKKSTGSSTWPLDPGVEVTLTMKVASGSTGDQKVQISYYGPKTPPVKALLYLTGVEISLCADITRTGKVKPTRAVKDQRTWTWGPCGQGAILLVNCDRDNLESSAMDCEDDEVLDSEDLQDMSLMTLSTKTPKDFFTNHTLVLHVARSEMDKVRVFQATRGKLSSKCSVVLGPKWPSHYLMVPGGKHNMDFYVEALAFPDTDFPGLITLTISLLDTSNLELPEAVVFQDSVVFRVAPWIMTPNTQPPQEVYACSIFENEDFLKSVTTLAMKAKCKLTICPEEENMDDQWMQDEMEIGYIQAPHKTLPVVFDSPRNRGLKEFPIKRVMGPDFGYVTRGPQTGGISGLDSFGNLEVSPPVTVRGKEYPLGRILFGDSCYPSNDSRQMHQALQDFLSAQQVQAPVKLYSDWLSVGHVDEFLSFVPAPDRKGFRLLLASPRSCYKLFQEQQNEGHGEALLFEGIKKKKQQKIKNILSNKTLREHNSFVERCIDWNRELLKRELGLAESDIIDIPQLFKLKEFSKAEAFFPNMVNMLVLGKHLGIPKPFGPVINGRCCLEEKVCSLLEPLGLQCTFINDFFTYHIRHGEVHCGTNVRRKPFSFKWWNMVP
ZTA counter: blocks Epstein-Barr virus ZTA, an EBNA-1 counter-screen; P03206; ZTA-DNA binding, fluorescence polarization; inhibition, % at 11 µM; 320,000 compounds, 0.15% hits; in the data active means inhibition above about 33%
PAFAH1B3 FP inh: PAFAH1B3 (human) inhibition; Q15102; recombinant PAFAH1B3, FP-rhodamine probe, fluorescence polarization; inhibition, % at 3.39 µM; 340,000 compounds, 0.28% hits; AID 492972;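 active means inhibition above the screen-wide average of all tested compounds plus 3 SD, cut at about 25% in these data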;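 further: 0% = enzyme with DMSO only and 100% = wells lacking PAFAH1B3 protein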
Target sequence (Q15102 whole entry, looked up): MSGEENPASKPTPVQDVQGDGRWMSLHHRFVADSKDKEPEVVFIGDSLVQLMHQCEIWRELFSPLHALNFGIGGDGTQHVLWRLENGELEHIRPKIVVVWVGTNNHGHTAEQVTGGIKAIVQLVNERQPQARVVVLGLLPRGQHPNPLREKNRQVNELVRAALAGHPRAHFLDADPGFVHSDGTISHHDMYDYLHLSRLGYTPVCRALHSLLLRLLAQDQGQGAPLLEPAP
* marks the source's active call; other numbers are inactive results; nt = not tested or not shown. Not all compounds are listed, so the mix of outcomes need not match the whole.

1) COc1cc(NS(=O)(=O)c2ccc(NC(=O)COc3ccc(C)cc3C)cc2)nc(OC)n1
2) Cc1ccc(S(=O)(=O)N2CCN(C(=O)COC(=O)/C=C/c3ccc([N+](=O)[O-])cc3)CC2)c(C)c1
3) C=CCN=C1N[C@@H](c2cccc(C(F)(F)F)c2)C(C(=O)OC)=C(C)N1CC
4) COc1ccc(CN2CCN(S(=O)(=O)c3ccc(F)cc3)CC2)cc1OC
5) Cc1ccc(-c2nnn(CCC(=O)NC(C)(C)C)n2)cc1

assay / entry	1	2	3	4	5
PREPL inh	-8	18	13	14	10
GSTO1 inh	-11	nt	-2	4	1
LYPLA1 inh	-2	nt	6	3	1
LYPLA2 counter	2	nt	2	-4	7
PAFAH2 FP inh	8	10	-4	-4	-8
EBNA-1 inhibitor	10	nt	-5	-6	-7
PAD4 inh	-2	-4	-1	-4	-1
ZTA counter	15	nt	0	-4	13
PAFAH1B3 FP inh	3	5	16	2	-2

6) CCc1ccc(CN(C)C(=O)CCc2nnc(CCc3cccc(OC)c3)o2)nc1
7) CCc1noc(C)c1C(=O)NNC(=O)c1ccc(N(CC)CC)cc1
8) Cc1c(C(=O)N2CCN(Cc3ccc4c(c3)OCO4)CC2)cccc1[N+](=O)[O-]
9) COC(=O)NCc1ccc2c(c1)OCO2
10) Cc1sc2ncnc(N3CCN(S(=O)(=O)c4ccc(F)cc4)CC3)c2c1C

assay / entry	6	7	8	9	10
PREPL inh	3	4	8	-2	-17
GSTO1 inh	-2	nt	0	-5	7
LYPLA1 inh	-2	0	0	1	4
LYPLA2 counter	2	-2	4	1	4
PAFAH2 FP inh	-10	6	1	0	0
EBNA-1 inhibitor	-6	nt	17	4	-7
PAD4 inh	-3	0	4	-3	0
ZTA counter	-5	5	20	9	-16
PAFAH1B3 FP inh	-3	7	9	4	6

11) O=c1oc2ccc([N+](=O)[O-])cc2c(N2CCOCC2)c1[N+](=O)[O-]
12) Cc1ccc(CNC(=O)c2cc(-c3ccccc3)nn2Cc2cc(C)no2)cc1
13) CC(NC(=O)COC(=O)C1CCN(c2ccc(C(F)(F)F)cn2)CC1)c1ccc(F)cc1 (configuration not stated)
14) COc1cccc(C(=O)Nc2ccc3c(c2)CCCN3C(=O)c2cccs2)c1OC
15) Cc1ccc(NC(=S)NNC(=O)C2CC2c2ccc(C)cc2)cc1 (configuration not stated)

assay / entry	11	12	13	14	15
PREPL inh	-2	0	6	21	-4
GSTO1 inh	-6	-73	nt	6	5
LYPLA1 inh	3	-13	-3	7	4
LYPLA2 counter	-5	-4	-1	8	4
PAFAH2 FP inh	nt	-6	18	-5	-2
EBNA-1 inhibitor	4	1	nt	4	8
PAD4 inh	-3	-1	1	-3	0
ZTA counter	-20	-15	8	-8	-4
PAFAH1B3 FP inh	nt	3	10	1	3

16) O=C(NCc1ccccn1)C(=O)NCc1ccccn1
17) CCCCCCCCCC[N+](C)(C)CC/C=C1/c2ccccc2Sc2ccc(Cl)cc21
18) CC(C)[C@H](NC(=O)c1ccccc1)C(=O)OCC(=O)NCCc1ccc(F)cc1
19) CCC(C)(C)NC(=O)c1ccc2c(c1)N(CC(=O)N1CCCC1)C(=O)C(C)(C)O2
20) Cc1ccc[n+](CC(=O)Nc2ccc(N(C)C)cc2)c1

assay / entry	16	17	18	19	20
PREPL inh	3	40	-7	2	18
GSTO1 inh	-1	1	2	3	6
LYPLA1 inh	-3	-2	0	3	-3
LYPLA2 counter	-4	13	-9	-1	-2
PAFAH2 FP inh	-5	-6	-6	2	0
EBNA-1 inhibitor	0	8	-4	3	-5
PAD4 inh	1	-1	-3	-3	-2
ZTA counter	-2	34*	-8	-6	-10
PAFAH1B3 FP inh	7	8	3	5	7

21) CCCCCCSc1cc(-c2nc3ccc(C)cn3c2NCc2ccccc2)ccc1OC
22) COc1ccc(CC(CC(=O)O)C(=O)Nc2ccc(OC)cc2)cc1 (configuration not stated)
23) CCCCCCCCCCn1ccc(=N)cc1
24) CC1CN(CCC(=O)Nc2ccc3c(c2)OCO3)CC(C)O1 (configuration not stated)
25) COC(=O)CCC(=O)OC1(C)C(=O)C=C2C=C(C3CC3)N(c3ccccc3)C=C2C1=O (configuration not stated)

assay / entry	21	22	23	24	25
PREPL inh	-1	-7	2	8	47*
GSTO1 inh	2	3	5	1	30
LYPLA1 inh	-7	-1	-1	1	-1
LYPLA2 counter	-4	0	8	2	0
PAFAH2 FP inh	11	-2	1	1	9
EBNA-1 inhibitor	2	7	-7	-3	2
PAD4 inh	-1	5	1	-8	11
ZTA counter	16	4	16	-16	9
PAFAH1B3 FP inh	5	5	7	7	14

26) Cc1ccc(S(=O)(=O)NCc2cccnc2)cc1C
27) Cc1cccnc1NC(=O)c1ccc(Cl)c(S(=O)(=O)N2CCCCC2)c1
28) Cc1c(Nc2ccc(C=O)cc2)c(=O)n(-c2ccccc2)n1C
29) COc1ccccc1OCc1ccc(C(=O)Nc2ccccc2F)cc1
30) O=C1c2ccccc2C(=O)N1S(=O)(=O)c1ccccc1

assay / entry	26	27	28	29	30
PREPL inh	-2	6	-1	3	0
GSTO1 inh	6	23	-1	-2	3
LYPLA1 inh	3	0	6	-2	-5
LYPLA2 counter	3	-3	6	2	-3
PAFAH2 FP inh	-5	6	5	-2	1
EBNA-1 inhibitor	-6	-5	-7	9	-2
PAD4 inh	-2	-4	-4	4	0
ZTA counter	-13	3	-15	1	0
PAFAH1B3 FP inh	0	9	9	4	7

31) CC1(C)Cc2c(c(N3CCOCC3)nc3sc4c(NCc5ccccc5)nnnc4c23)CS1
32) O=C(CCCCCCCC(=O)NCC1CCCO1)NCC1CCCO1 (configuration not stated)
33) CCc1nnc(NC(=O)CCN2C(=O)c3ccccc3C2=O)s1
34) COc1cc2c(cc1OC)CN(C(=O)CCN1C(=O)C3CCCCC3C1=O)CC2 (configuration not stated)
35) CCN(CC)C(=O)C1CCCN(c2ccc([N+](=O)[O-])cc2/C=N/NC(=O)c2ccccc2)C1 (configuration not stated)

assay / entry	31	32	33	34	35
PREPL inh	2	8	-7	15	14
GSTO1 inh	-8	10	1	5	5
LYPLA1 inh	-3	-5	3	1	-3
LYPLA2 counter	-5	2	8	6	-6
PAFAH2 FP inh	-6	-7	0	2	-6
EBNA-1 inhibitor	9	1	7	-2	-8
PAD4 inh	2	-3	-3	-1	-3
ZTA counter	10	1	0	-11	-9
PAFAH1B3 FP inh	-6	11	4	2	0

36) Cc1ccc(S(=O)(=O)N(C)c2ccc3c(ncn3C)c2[N+](=O)[O-])cc1
37) CCOc1ccc(C(NC(=O)c2ccco2)c2ccc(OC)c(OC)c2)cc1 (configuration not stated)
38) O=C(c1ccc([N+](=O)[O-])cc1[N+](=O)[O-])N1CCc2ccccc21
39) O=C(NC12CC3CC(CC(C3)C1)C2)c1cncc(Br)c1
40) CC1CCC(C(=O)NNC(=O)c2cc(-c3ccco3)[nH]n2)CC1 (configuration not stated)

assay / entry	36	37	38	39	40
PREPL inh	9	-4	21	-5	-15
GSTO1 inh	-5	4	2	-8	13
LYPLA1 inh	-3	-2	0	-5	3
LYPLA2 counter	-8	-2	6	-4	8
PAFAH2 FP inh	-7	-3	1	3	1
EBNA-1 inhibitor	3	-2	-3	-5	-1
PAD4 inh	-1	-2	-1	0	2
ZTA counter	-23	13	-5	12	-1
PAFAH1B3 FP inh	-3	5	8	-1	3

41) Cc1ccc(-c2nn3c(C)nnc3s2)cc1NC(=O)c1ccc(-c2ccc(Cl)cc2Cl)o1
42) Cc1cc(F)ccc1S(=O)(=O)N1CCC2(CC1)OCCN2S(=O)(=O)c1cccs1
43) O=C(CN1CCCCCC1)NCC1CCCO1 (configuration not stated)
44) COc1cccc(NC(=O)COC(=O)c2ccc3ccccc3n2)c1
45) O=C(Cn1c(=O)oc2cc(S(=O)(=O)N3CCCC3)ccc21)NCc1ccc(F)cc1

assay / entry	41	42	43	44	45
PREPL inh	1	-4	8	7	5
GSTO1 inh	-6	-1	9	nt	8
LYPLA1 inh	-6	3	0	nt	-4
LYPLA2 counter	-8	8	-4	nt	-9
PAFAH2 FP inh	2	11	-2	-6	6
EBNA-1 inhibitor	37*	-4	-6	nt	5
PAD4 inh	2	-4	0	2	0
ZTA counter	13	7	-4	nt	12
PAFAH1B3 FP inh	-4	14	2	-6	-5

46) CC(C(=O)NC1C=CS(=O)(=O)C1)N1C(=O)/C(=C\c2ccccc2)SC1=S (configuration not stated)
47) COCCn1c(C)cc(C(=O)COc2cccnc2[N+](=O)[O-])c1C
48) Cc1ccc2c(c1)c1c(n2C)-c2[nH]ncc2CC1
49) CCCN1CCN(CCCNC(=O)Cn2ncc3c4ccccc4n(C)c3c2=O)CC1
50) CCOC(=O)c1cc(-c2ccccc2)nn1CC1CC(c2ccc(OC)cc2)=NO1 (configuration not stated)
51) CCCc1cc(=O)[nH]c(SCC(=O)c2cc(C)n(CC3CCCO3)c2C)n1 (configuration not stated)
52) Cc1ccc(C)c2[nH]c(=O)c(CN(CC3CCCO3)S(=O)(=O)c3ccc4c(c3)OCCO4)cc12 (configuration not stated)

assay / entry	46	47	48	49	50	51	52
PREPL inh	8	13	8	9	16	10	16
GSTO1 inh	-4	20	-1	-2	nt	nt	-1
LYPLA1 inh	1	-1	1	2	nt	nt	-4
LYPLA2 counter	-3	9	1	1	nt	nt	-1
PAFAH2 FP inh	10	-1	7	11	-97	-1	-8
EBNA-1 inhibitor	-13	0	-14	0	nt	nt	-16
PAD4 inh	-13	-5	-3	4	-3	0	0
ZTA counter	-4	-1	6	-18	nt	nt	-17
PAFAH1B3 FP inh	10	-6	15	11	10	3	4

In the list so far, 7 have a nitro group on carbon:
2) Cc1ccc(S(=O)(=O)N2CCN(C(=O)COC(=O)/C=C/c3ccc([N+](=O)[O-])cc3)CC2)c(C)c1
8) Cc1c(C(=O)N2CCN(Cc3ccc4c(c3)OCO4)CC2)cccc1[N+](=O)[O-]
11) O=c1oc2ccc([N+](=O)[O-])cc2c(N2CCOCC2)c1[N+](=O)[O-]
35) CCN(CC)C(=O)C1CCCN(c2ccc([N+](=O)[O-])cc2/C=N/NC(=O)c2ccccc2)C1 (configuration not stated)
36) Cc1ccc(S(=O)(=O)N(C)c2ccc3c(ncn3C)c2[N+](=O)[O-])cc1
38) O=C(c1ccc([N+](=O)[O-])cc1[N+](=O)[O-])N1CCc2ccccc21
47) COCCn1c(C)cc(C(=O)COc2cccnc2[N+](=O)[O-])c1C

assay / entry	2	8	11	35	36	38	47
PREPL inh	18	8	-2	14	9	21	13
GSTO1 inh	nt	0	-6	5	-5	2	20
LYPLA1 inh	nt	0	3	-3	-3	0	-1
LYPLA2 counter	nt	4	-5	-6	-8	6	9
PAFAH2 FP inh	10	1	nt	-6	-7	1	-1
EBNA-1 inhibitor	nt	17	4	-8	3	-3	0
PAD4 inh	-4	4	-3	-3	-1	-1	-5
ZTA counter	nt	20	-20	-9	-23	-5	-1
PAFAH1B3 FP inh	5	9	nt	0	-3	8	-6
